Source: PubChem BioAssay
ST2 IL33 inh: blocks human ST2 binding to IL-33; Q01638; AlphaLISA ST2-Fc/biotin-IL-33 interaction, 1 h; inhibition, % for hits at 17 µM; 78,000 compounds, 2.3% hits; in the data active means inhibition above about 30%; inconclusive means mostly about 10% to 28%
Target sequence (Q01638 whole entry, looked up): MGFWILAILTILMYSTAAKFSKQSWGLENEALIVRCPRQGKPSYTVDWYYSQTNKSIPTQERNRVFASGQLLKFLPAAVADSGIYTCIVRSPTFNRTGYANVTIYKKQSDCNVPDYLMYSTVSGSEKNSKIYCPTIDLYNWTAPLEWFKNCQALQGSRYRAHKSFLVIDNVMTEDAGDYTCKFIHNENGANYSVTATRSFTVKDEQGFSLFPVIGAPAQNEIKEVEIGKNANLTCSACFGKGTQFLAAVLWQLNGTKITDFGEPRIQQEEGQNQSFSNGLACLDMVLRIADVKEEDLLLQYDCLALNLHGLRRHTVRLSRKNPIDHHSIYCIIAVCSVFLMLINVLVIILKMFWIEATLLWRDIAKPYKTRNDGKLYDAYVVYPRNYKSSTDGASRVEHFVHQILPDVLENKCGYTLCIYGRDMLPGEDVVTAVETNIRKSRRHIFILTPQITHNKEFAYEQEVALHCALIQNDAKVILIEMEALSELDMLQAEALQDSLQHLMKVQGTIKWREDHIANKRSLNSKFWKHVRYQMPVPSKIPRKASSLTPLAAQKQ
* marks the source's active call; other numbers are inactive results; i = inactive; ? = inconclusive.

no. | Molecule | ST2 IL33 inh
1 | COCCNc1nc2c(c(=O)n(Cc3ccc(Cl)c(Cl)c3)c(=O)n2C)n1C | i
2 | Cc1ccc(Cc2ccccc2C(=O)NC2CCC(n3cnnc3)CC2)cc1 (stereo not given) | i
3 | Cc1cc(CNC(=O)c2ccc3oc(CCc4ccccc4)nc3c2)nn1C | ?
4 | CC(=O)Nc1ccc(CN2CCN(c3ccc(C(C)=O)cc3)CC2)cc1 | i
5 | O=C(c1cc2c(=O)oc3ccccc3c2s1)N1CCN(c2ccccc2)CC1 | i
6 | c1ccc(COc2ccc(OCCCn3ccnc3)cc2)cc1 | ?
7 | Cc1ccc(C(=O)Nc2nc(C)c(C)s2)o1 | ?
8 | CC1CCCCC1NC(=O)c1ccc(NC(=O)C2CCCO2)cc1 (stereo not given) | i
9 | Fc1ccc(SCCc2ccncc2)cc1 | i
10 | O=C(NCCc1c[nH]c2ccccc12)c1cnc2sccn2c1=O | i
11 | Nc1ccc(Cl)c2c1C(=O)c1ccccc1C2=O | 42%*
12 | C=CCN(c1nc(C)c(Br)c(OC)n1)S(=O)(=O)c1ccc(C)cc1 | i
13 | Cc1ccc(C2(COC(=O)C(C)C)CO2)c(OC(=O)C(C)C)c1 (stereo not given) | i
14 | CCN1CCN(C(=O)c2cc3cc4ccc(OC)cc4nc3o2)CC1 | i
15 | CC1CN(S(=O)(=O)c2ccc(Cl)c(C(=O)Nc3ccccc3[N+](=O)[O-])c2)CC(C)O1 (stereo not given) | i
16 | CCOCCCNC(=O)C1c2c(n(C)c3ccccc23)SCC(=O)N1Cc1ccc(C)cc1 (stereo not given) | i
17 | CCc1ccccc1NC(=O)CCCn1nc([N+](=O)[O-])c(Cl)c1C | i
18 | COc1ccccc1C(C)N(C)Cc1nc(COc2ccccc2)no1 (stereo not given) | i
19 | N#CC1=C(N)SC(N)=C(C#N)C1c1ccc(Cl)c([N+](=O)[O-])c1 | ?
20 | CCCN(CCC)S(=O)(=O)c1ccc(C(=O)Nc2nc(-c3ccccn3)cs2)cc1 | i
21 | O=C(O)C1CCCN(S(=O)(=O)c2ccc(Cl)cc2)C1 (stereo not given) | i
22 | COc1ccc(OC)c(NC(=O)CCC(=O)Nc2ccc3nc(N4CCOCC4)cc(C)c3c2)c1 | i
23 | O=[N+]([O-])c1cc([N+](=O)[O-])c2cc(-c3ccc4c(c3)OCO4)oc2c1 | ?
24 | COc1ccccc1Cn1c(CNS(=O)(=O)c2c(C)cc(C)cc2C)nc2cccnc21 | i
25 | CCCCOc1cc(CC2CNC(=O)N2)ccc1OC (stereo not given) | ?
26 | CC1=C(C(=O)Nc2ccccc2)C(c2ccccc2[N+](=O)[O-])n2ncnc2N1 (stereo not given) | i
27 | CN(Cc1ccccc1)Cc1cn(C[C@H]2O[C@@H](CC(=O)NCc3cccnc3)[C@H](O)[C@@H]2O)nn1 | i
28 | O=C(Nc1ccccc1[N+](=O)[O-])c1ccccc1 | ?
29 | O=C(Cc1ccccc1)Nc1ccnn1C1CCN(C2CCCCC2)CC1 | i
30 | CCCCNC(=O)c1ccc(Cl)cc1 | i
31 | COc1cc(NC(=O)CSc2cc(=O)n(C)c3cc(Cl)ccc23)cc(OC)c1OC | i
32 | CC(C)c1ccc(C(=O)N2CCCC(N3CCC(CO)CC3)C2)c(=O)[nH]1 (stereo not given) | i
33 | C/C(=C\c1ccco1)CN1CCC(CNC(=O)NC(C)C)C1 (stereo not given) | i
34 | O=C(Nc1cc(Cl)ccc1Cl)c1cc(-c2cccs2)on1 | i
35 | Cc1ccccc1OCC(=O)Nc1ccc(N2C(=O)c3cccc([N+](=O)[O-])c3C2=O)cc1 | i
36 | Cc1cnc(C(=O)N2CCCC(C(=O)c3ccc(-c4ccccc4)c(F)c3)C2)cn1 (stereo not given) | ?
37 | CCOC(=O)C1(CCOc2ccccc2)CCCN(Cc2cc(OC)c(O)c(OC)c2)C1 (stereo not given) | ?
38 | COc1ccc(NC(=O)Cn2c(-c3ccccc3)cn(-c3ccc(C)cc3)c2=O)cc1 | ?
39 | Cc1nnc(SCCC(=O)N2CCCC3(CCN(C)CC3)CC2)s1 | i
40 | Cc1ccc(Oc2ncnc(N)c2[N+](=O)[O-])cc1C | i
41 | COc1ccc(CN2CC(OC)CN(C(=O)c3ccc(N(C)C)cc3)CC2=O)cc1 (stereo not given) | i
42 | O=C(c1ccco1)N1CCN=C1SCc1ccccc1Cl | i
43 | C=CCn1c2ccccc2n2cc(-c3ccc(Cl)cc3)nc12 | ?
44 | O=C(NCCN1CCOCC1)c1ccc2c(c1)N(Cc1cccc(Cl)c1)C(=O)CS2 | i
45 | CCNC(=O)C1CCN(CC(=O)Nc2cc(OC)cc(OC)c2)C1 (stereo not given) | i
46 | Cc1ccc(Nc2cc(C)nc(Nc3ccc(NC(=O)c4ccccc4C)cc3)n2)cc1 | i
47 | CN1C(=O)N(C)C(NC(=O)NC(C)(C)C)C1NC(=O)NC(C)(C)C (stereo not given) | ?
48 | O=C(CN1CCC(c2ccccc2)C1)NC1CCC(n2cnnc2)CC1 (stereo not given) | i
49 | COc1ccc(CC(=O)Nc2nccs2)cc1 | i
50 | Cc1cccc(CN2CCCN(CC(=O)NC3CCCC3)S2(=O)=O)c1 | i
51 | O=C(NCCCN1CCN(C2CCCCC2)CC1)C1CCCN1c1nnc(N2CCCC2=O)s1 (stereo not given) | i
52 | CC(C)=CCC[C@](C)(O[C@@H]1O[C@H](CO)[C@@H](O)[C@H](O)[C@H]1O)[C@H]1CC[C@]2(C)[C@@H]1[C@H](O)CC1[C@@]3(C)CC[C@H](O)C(C)(C)C3[C@@H](O[C@@H]3O[C@H](CO)[C@@H](O)[C@H](O)[C@H]3O[C@@H]3O[C@H](CO)[C@@H](O)[C@H](O)[C@H]3O)C[C@]12C (stereo not given in full) | i
53 | O=C(CCC1CCN(Cc2cccc3nonc23)CC1)Nc1ccc(F)c(Cl)c1 | ?
54 | CCN(c1ccc(F)cc1)S(=O)(=O)c1cccc2nsnc12 | i
55 | O=C(CSc1cn(CCNC(=O)c2ccc(F)cc2)c2ccccc12)Nc1ccccc1F | i
56 | COc1ccc(NS(=O)(=O)c2cccc3nsnc23)cc1Cl | i

Additional compounds:
no. | Molecule | ST2 IL33 inh
57 | Cc1ncc(-c2ccc(C)c(S(=O)(=O)N3CCOC(C(F)(F)F)C3)c2)o1 (stereo not given) | i
58 | CCN1CCN(C(=O)c2ccc3c(c2)ncn3C2CCCCC2)CC1 | i
59 | O=C(CSCc1ccccc1)Nc1ccccc1C(=O)NCc1ccccc1 | i
60 | CCCNS(=O)(=O)c1ccc2c(c1)NC(=O)CC(=O)N2 | i
61 | COc1cc(C)c(Cl)cc1S(=O)(=O)N1CCN(c2nc(C)cc(N3CCCC3)n2)CC1 | i
62 | O=C(c1cc2c(=O)oc3ccccc3c2s1)N1CCN(c2cccc(Cl)c2)CC1 | ?
63 | CCOc1ccc(OCCN2CCOCC2)cc1 | i
64 | Cc1cccn2c(CC(=O)N3CCNCC3C(=O)N3CCOCC3)cnc12 (stereo not given) | ?
65 | O=C(Nc1nc2ccccc2[nH]1)c1cccc([N+](=O)[O-])c1 | i
66 | CCN(c1ccccc1)S(=O)(=O)c1cc(Br)cc2c1N(C(=O)C1CC1)CC2 | i
67 | CN1CC2(CCN(C(=O)C3(c4ccc(Cl)cc4)CCCCC3)C2)OC1=O (stereo not given) | ?
68 | O=C(Cc1ccccc1)c1ccc(O)c(O)c1O | ?
69 | Oc1ccc(Cl)cc1C1=NNC(c2ccc(Br)cc2)C1 (stereo not given) | ?
70 | N#CCC(=O)c1ccc(N)cc1 | i
71 | COc1cc(/C=C2\NC(=O)N(Cc3ccc(Cl)cc3)C2=O)cc(Br)c1O | ?
72 | COc1cc(NC(=O)COc2ccc(Br)cc2Br)c(OC)cc1Cl | ?
73 | CC1CN(C(=O)c2cccc(F)c2)C(C)CN1C(=O)c1cccc(F)c1 (stereo not given) | 85%*
74 | CCCCc1ncc(CN2CCCC3(CCNCC3)CC2)[nH]1 | i
75 | CCOC(=O)c1c(NC(=O)c2nc3ccccc3s2)sc(C)c1C | i
76 | COc1cc(O)c(CCC(=O)O)cc1C1OC(=O)C(C)(O)C1O (stereo not given) | i
77 | O=C(c1ccccc1)c1c(O)cc(-c2ccccc2)oc1=O | i
78 | Cc1ccc(CNC(=O)C2CCCN2S(=O)(=O)c2cc3c(cc2C)NC(=O)CO3)cc1 (stereo not given) | ?
79 | CCOC(=O)CSc1nc2c([nH]c3ccccc32)c(=O)n1C | i
80 | NC1CCCN(c2nnnn2-c2ccc(-c3ccccc3)cc2)CC1 (stereo not given) | i
81 | C=CCn1ncc(CN2CCC3(CCNCC3)CC2)c1C | i
82 | CCOCCn1nc(C)cc1C(=O)N1CCNCC1C(=O)N1CCCC1 (stereo not given) | i
83 | COc1ccc(CNC(=O)C[C@@H]2O[C@H](CNC(=O)c3ccco3)[C@@H](O)[C@H]2O)cc1 | i
84 | CC(NC(=O)c1ccc2c(c1)OCO2)C(c1cccs1)N1CCN(Cc2ccccc2)CC1 (stereo not given) | i
85 | O=c1c2c(n3cnnc3n1-c1ccccc1)-c1ccccc1CC21CCCC1 | i
86 | CC1(C)CC(=O)c2cc(OCC(=O)NCc3cccs3)ccc2O1 | i
87 | COC(C(=O)Nc1ccc(F)c(Cl)c1)c1ccccc1 (stereo not given) | i
88 | CCNc1ccnc(N(C)Cc2ncc(C)[nH]2)n1 | ?
89 | COc1ccc(-c2nc(N3CCC(C)CC3)nc3n[nH]c(N)c23)cc1 | i
90 | O=C1Nc2cc(Cl)c(Cl)cc2N(O)N1c1ccccc1 | i
91 | CCCCNC(=O)C1CCN(S(=O)(=O)CCC)CC1 | i
92 | N#C/C(=C\c1ccc(-c2cccc(C(F)(F)F)c2)o1)C(=O)O | i
93 | Cc1cc(C(F)(F)F)n2nc(C(=O)N[C@@H]3C[C@@H](CO)N(C)C3)cc2n1 | i
94 | CNc1ccccc1C(=O)N1CCCCC1CCN1CCOCC1 (stereo not given) | i
95 | CSc1cccc(NC(=O)Cn2c(=O)sc3ccccc32)c1 | i
96 | CCC(Sc1nnc2c3ccccc3n(C)c2n1)C(=O)Nc1ccccc1C#N (stereo not given) | i
97 | Cc1ccc(C(=O)Nc2ccccc2NC(=O)c2ccc(C)o2)o1 | i
98 | COc1ccc(N2CCN(C(c3ccc(C)cc3)c3sc4nc(C)nn4c3O)CC2)cc1 (stereo not given) | ?
99 | CCc1nc(C)ccc1OCC(=O)N1CCC2(CN(C)C(=O)O2)C1 (stereo not given) | 30%*
100 | CCCOCCOC(=O)C1=C(C)NC2=C(C(=O)C(C(=O)OC)C(C)C2)C1c1ccc(F)cc1 (stereo not given) | i
101 | O=C(c1ccccc1)c1ccc(N2CCCC2)c(F)c1 | i
102 | COc1cc(C2C(C(=O)Nc3ccc(Cl)cc3)=C(C)Nc3nnnn32)ccc1OC(F)F (stereo not given) | i
103 | O=C(c1ccccn1)N1C[C@H]2OC(=O)N(CCCN3CCOCC3)[C@H]2C1 | i
104 | Cc1ccc(S(=O)(=O)n2nnc3ccccc32)cc1 | ?
105 | Cc1cccc(-c2cn[nH]c2C2CCN(C(=O)c3cnn4ccccc34)CC2)c1 | ?
106 | CC(C)Oc1ccc(-c2nc3s/c(=C\c4cccs4)c(=O)n3n2)cc1 | i
107 | Cc1c(Cl)c([N+](=O)[O-])nn1CCCC(=O)Nc1cccc(O)c1 | i
108 | Cn1cnnc1-c1cccc(NC(=O)C(c2ccccc2)c2ccccc2)c1 | i
109 | CNC(=O)CCN(C)Cc1cc2n(n1)CCNC2 | i
110 | Cc1nc(C)c(C(=O)N(CCN(C)C)CC2CCCN(Cc3ccccc3F)C2)s1 (stereo not given) | i
111 | CC(=O)N(c1ccc2oc3c(c2c1)CCCC3)S(=O)(=O)c1cc([N+](=O)[O-])ccc1C | i
112 | Cc1nc2c(sc3cc([N+](=O)[O-])cc(Sc4ccccc4)c32)c(=O)n1C | i

Additional structures.
no. | Molecule | ST2 IL33 inh
113 | COc1cccc(OCC(=O)Nc2cc(N3CCCS3(=O)=O)ccc2OC)c1 | i
114 | COc1cc(Cl)cc(CN2CCC(CNC(C)=O)C2)c1OC (stereo not given) | i
115 | CC(C)c1cc(CN2CCN(C3CCN(C(C)C)CC3)C(CCO)C2)[nH]n1 (stereo not given) | i
116 | COc1ccc(NC(=O)N2Cc3[nH]cnc3C[C@H]2c2nc(-c3ccc(OC)cc3)no2)cc1 | i
117 | O=C(C1c2ccccc2Oc2ccccc21)N1CCc2ccccc21 | i
118 | CC(C)(CC(=O)O)CC(=O)N1Cc2[nH]cnc2C[C@H]1C(=O)NC1CCCCC1 | i
119 | CCn1c(C)nnc1SCCn1cc(-c2cccc(O)c2)nn1 | i
120 | N#Cc1c(-c2ccccc2)cc(-c2ccccc2)nc1Cl | ?
121 | O=C1OC(c2ccccc2)=C/C1=C/N1CCCCC1 | ?
122 | CC1=CC(C)C2C(=O)N(c3cccnc3)C(=O)C2C1 (stereo not given) | i
123 | CCn1c(C)cc(C)c(C(=O)N2CCOC(c3ccc(Cl)cc3)C2)c1=O (stereo not given) | i
124 | COCC(=O)N[C@H]1CO[C@H]2[C@@H]1OC[C@@H]2Nc1nccc(-c2ccc(OC)cc2)n1 | ?
125 | CC(=O)O[C@@H](CO[C@@H]1O[C@H](CO)[C@H](O)[C@H](O)[C@H]1O)[C@]1(C)C=C2CC[C@@H]3C(C)(C)[C@@H](O)CC[C@@]3(C)[C@@H]2CC1 | ?
126 | Nc1ncnc(N2CCN(c3ccc(Cl)c(Cl)c3)CC2)c1[N+](=O)[O-] | i

Among those listed so far, these have two or more sulfur atoms.
no. | Molecule | ST2 IL33 inh
20 | CCCN(CCC)S(=O)(=O)c1ccc(C(=O)Nc2nc(-c3ccccn3)cs2)cc1 | i
39 | Cc1nnc(SCCC(=O)N2CCCC3(CCN(C)CC3)CC2)s1 | i
54 | CCN(c1ccc(F)cc1)S(=O)(=O)c1cccc2nsnc12 | i
56 | COc1ccc(NS(=O)(=O)c2cccc3nsnc23)cc1Cl | i
75 | CCOC(=O)c1c(NC(=O)c2nc3ccccc3s2)sc(C)c1C | i
95 | CSc1cccc(NC(=O)Cn2c(=O)sc3ccccc32)c1 | i
106 | CC(C)Oc1ccc(-c2nc3s/c(=C\c4cccs4)c(=O)n3n2)cc1 | i
112 | Cc1nc2c(sc3cc([N+](=O)[O-])cc(Sc4ccccc4)c32)c(=O)n1C | i

A portion of the library; the hit share may differ from the screen's.
